Compound activity as filed in PubChem BioAssay.
M. tuberculosis – growth inhibition of non-replicating M. tuberculosis (AID 488890); 320,000 tested, 0.39% active; Mycobacterium tuberculosis non-replicating, growth inhibition; higher % means a stronger effect; inhibition, % at 25 µM; hits with a dose series show IC50 in µM; in the data active means a potency from the dose series; inconclusive means inhibition mostly from about 82% at the one dose, without a potency; inactive means the rest, 99 in 100 with inhibition below about 76%;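 further: plate controls were DMSO cells for no effect and high antibiotic wells for full effect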
inhibitors of VEEV – inhibitors of VEEV TC-83 cytopathic effect, confirmation, Vero cells (AID 588727) | Vero cells, VEEV TC-83 cytopathic effect inhibition; higher % means a stronger effect | 350,000 tested, 0.13% active | one-dose inhibition, % at 20 µM; IC50 in µM for titrated hits; in the data active means a potency from the dose series; inconclusive means inhibition mostly from about 14% at the one dose, without a potency; inactive means the rest, 99 in 100 with inhibition below about 12%; further: strong numbers were not always called active
H1N1 NS1A inhibition – H1N1 influenza NS1A inhibitors, functional cell based assay (AID 504329); 340,000 tested, 0.3% active; inhibition, % at 12.5 µM, or IC50 in µM where a hit was titrated; NS1A functional cell-based assay, percent inhibition; higher % means a stronger effect; in the data active means a potency from the dose series; inconclusive means inhibition above about 27% without an active follow-up result; further: strong numbers were not always called active
PhoP GFP inhibition – PhoP regulon inhibitors, Salmonella typhi PhoP promoter GFP reporter, confirmatory (AID 1850); Salmonella Typhi PhoP-promoter GFP reporter, fluorescence, 4 h; higher % means a stronger effect; one-dose inhibition, % at 50 µM; IC50 in µM for titrated hits; 310,000 tested, 0.33% active; in the data active means a potency from the dose series; inconclusive means inhibition mostly from about 25% at the one dose, without a potency; inactive means the rest, 99 in 100 with inhibition below about 19%;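 further: 0% = induced wells with vehicle and 100% = uninduced wells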
M. tuberculosis HTS – M. tuberculosis growth inhibition, HTS (AID 449762) | M. tuberculosis H37Rv growth inhibition, 7H9 media; higher % means a stronger effect | one-dose inhibition, % at 25 µM; IC50 in µM for titrated hits | 330,000 tested, 0.59% active; in the data active means a potency from the dose series; inconclusive means inhibition above about 70% without an active follow-up result;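 further: bacterial growth assessed after seven days of incubation; strong numbers were not always called active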
* marks the source's active call; other numbers are inactive results; i = inactive; ? = inconclusive; / = not tested or not shown. No enrichment for hits. Share with any hit: about 1.4%.

canonical_smiles | M. tuberculosis | inhibitors of VEEV | H1N1 NS1A inhibition | PhoP GFP inhibition | M. tuberculosis HTS
CC(C)CCN1CCN(Cc2ccc(N3CCNC3=O)cc2)CC1CCO (configuration not stated) | 25% | 5.3% | -3% | 11% | -7%
Cc1ccccc1NC(=O)c1ccno1 | -5% | 0.4% | -9% | 0% | -6%
O=C(CCc1ccccc1)Nc1ccc(N2CCOCC2)cc1 | 7% | 1.3% | 3% | -7% | -4%
CCNC(=O)NC(=O)C(C)OC(=O)CNS(=O)(=O)c1c(Cl)cc(Br)cc1Cl (configuration not stated) | -7% | 1.5% | -7% | -28% | 3%
CSc1nnc(CNS(=O)(=O)c2ccc(Br)cc2)n1C | -22% | 3.6% | -12% | -3% | 0%
O=C(CCCC(=O)OCC(Cl)=C(Cl)Cl)Nc1ccccc1 | 43% | 0.7% | -5% | 0% | -6%
O=C(Cc1noc2ccccc12)Nc1ccccn1 | -13% | i | 20% | -5% | 2%
Cc1cc(C)n(CCN(C)C(=O)c2cc(COc3c(F)cccc3F)on2)n1 | -1% | 0.3% | 5% | -9% | 2%
Cc1cccc2c(N=NC(=O)c3ccc(NS(=O)(=O)c4cccs4)cc3)c(O)[nH]c12 | -6% | 9.5% | 1% | / | 10%
CCOc1ccc(N(CC(=O)NCc2ccc(Cl)cc2)S(=O)(=O)c2c(C)noc2C)cc1 | 2% | i | 6% | 2% | 8%
CCOC(=O)CNc1nc(Cl)nc(NC(C)(C)C)n1 | -4% | 3.0% | -18% | 4% | 2%
CCOC(=O)Cc1c(C)nc2c(-c3cccc(Br)c3)c[nH]n2c1=O | 4.1µM* | ? | -11% | -7% | ?

Some of these compounds in order of formula weight, smallest number first.
canonical_smiles | M. tuberculosis | inhibitors of VEEV | H1N1 NS1A inhibition | PhoP GFP inhibition | M. tuberculosis HTS
CCOC(=O)CNc1nc(Cl)nc(NC(C)(C)C)n1 | -4% | 3.0% | -18% | 4% | 2%
CSc1nnc(CNS(=O)(=O)c2ccc(Br)cc2)n1C | -22% | 3.6% | -12% | -3% | 0%
Cc1cccc2c(N=NC(=O)c3ccc(NS(=O)(=O)c4cccs4)cc3)c(O)[nH]c12 | -6% | 9.5% | 1% | / | 10%
CCOc1ccc(N(CC(=O)NCc2ccc(Cl)cc2)S(=O)(=O)c2c(C)noc2C)cc1 | 2% | i | 6% | 2% | 8%
CCNC(=O)NC(=O)C(C)OC(=O)CNS(=O)(=O)c1c(Cl)cc(Br)cc1Cl (configuration not stated) | -7% | 1.5% | -7% | -28% | 3%

More results.
canonical_smiles | M. tuberculosis | inhibitors of VEEV | H1N1 NS1A inhibition | PhoP GFP inhibition | M. tuberculosis HTS
C=CCNC(=O)CN(c1ccc(F)cc1)S(=O)(=O)c1ccc(OC)cc1 | 1% | 1.0% | -10% | 13% | 0%
Cc1[nH]nc(SCC(=O)N2CCOCC2)c1[N+](=O)[O-] | -6% | 0.3% | 15% | 7% | -11%
CCC(=O)N1CCN(c2ccc(NC(=O)c3ccc(Br)o3)cc2)CC1 | 59% | 0.8% | 4% | 0% | 2%
CN(C)c1ccc(NC(=O)C2CCCN(S(=O)(=O)c3ccccc3)C2)cc1 (configuration not stated) | 26% | i | -4% | 14% | 14%
Cn1ncc2c(Nc3ccccc3Cl)nc(Cl)nc21 | -2% | i | -9% | -1% | 1%
CC(=O)Nc1ccc(S(=O)(=O)NNC(=O)c2cccc(Cl)c2)cc1 | -12% | 2.3% | 4% | -3% | 8%
CCOc1cc2c(cc1OCC)-n1cccc1C(c1c(O)cccc1OC)NC2 (configuration not stated) | 13% | i | 10% | -5% | 12%
N#CCCN(C(=O)COC(=O)c1cccc(S(=O)(=O)N2CCCC2)c1)c1ccc(F)cc1 | 3% | 1.2% | -11% | -12% | -9%
CC12CN3CCN(CC(C3)/C1=N/N=C/c1cccc([N+](=O)[O-])c1)C2 | 2% | i | 1% | 4% | -5%
CC(Nc1n[nH]c(=O)[nH]c1=O)C(=O)N/N=C/c1ccccc1 (configuration not stated) | -9% | 4.0% | 3% | 5% | -12%
COc1ccc(/C=C(/NC(=O)c2ccccc2)C(=O)NCCN2CCOCC2)cc1OC | -4% | 3.8% | -7% | -13% | -12%
O=C(CCC(=O)OCc1ccc(Cl)cc1)Nc1ccccc1 | 10% | 0.6% | -17% | 8% | 11%
CCO[C@@H]1OC(C(N)=O)=C[C@H](c2ccc3c(c2)OCO3)[C@H]1CCCO | 5% | i | -2% | -6% | -5%
O=C(NCC(c1ccco1)N1CCc2ccccc21)c1ccccc1 (configuration not stated) | 5% | 9.1% | -4% | 6% | 4%
CC(C)(C)C(=O)OCC1OC(n2cnc(C(N)=O)n2)C(O)C1O (configuration not stated) | -1% | i | -4% | -14% | 7%
CCNC(=O)N(C)C[C@H]1N[C@@](C)(C(=O)OC)[C@H]2C(=O)N(C)C(=O)[C@@H]12 | 2% | 0.6% | -9% | / | 7%
O=C(NCc1ccccc1Cl)/C(=C\c1cccnc1)NC(=O)c1ccccc1 | 2% | i | 5% | -10% | -5%
CC(NC(=O)Cc1ccccc1[N+](=O)[O-])c1ccccc1 (configuration not stated) | 11% | / | / | 2% | 10%
CCCn1nc(C(=O)Nc2nnc(CC)s2)c2ccccc2c1=O | 21% | 1.8% | -9% | -9% | 6%
CN1/C(=C\C(=O)c2cccnc2)C(C)(C)c2ccccc21 | 53% | 1.8% | -4% | -5% | 14%
O=C1CCCN1c1ccc(S(=O)(=O)Oc2ccc(Cl)cc2)cc1[N+](=O)[O-] | 0% | i | 5% | -6% | 6%
Cc1ccccc1C(=O)N1CCc2c([nH]c3ccccc23)C1C(F)(F)F (configuration not stated) | 14% | 5.4% | 11% | 2% | 5%
CCN(Cc1nc(-c2ccccc2)no1)C(=O)c1ccco1 | 4% | 1.6% | -10% | 6% | 5%
CC(C)OCCCN1CN(S(=O)(=O)c2ccccc2)c2nc3ccccc3nc21 | 11% | 7.2% | -14% | -1% | -2%
CC(C)c1ccc(NC(=O)C2CSC3(C)CCC(=O)N23)cc1 (configuration not stated) | 32% | 5.2% | -11% | -7% | 6%
Cc1cc(C)c(NC(=O)CSc2nnc(-c3ccncc3)n2Cc2ccco2)c(C)c1 | -6% | 0.8% | -12% | 2% | -4%
O=C1NC(=S)S/C1=C\c1cccc([N+](=O)[O-])c1 | / | 3.4% | -13% | / | /
O=C(CCc1nc2ccccc2c(=O)[nH]1)NNC(=O)COc1cccc(F)c1 | -10% | 0.9% | -10% | / | -7%
C/C(=N/NC(=O)c1ccc(Br)o1)c1ccncc1 | 4% | 0.4% | -8% | -11% | 0%
CCOC(=O)N1CCN(C(C)C(=O)c2c[nH]c3ccccc23)CC1 (configuration not stated) | 30% | 2.7% | -10% | -9% | -3%
CC(=O)N1CCc2cc(S(=O)(=O)NCCCN3CCC(C)CC3)ccc21 | -8% | 4.3% | -3% | 10% | 3%
O=C(NCCC(=O)N1CCCCC1)c1ccccc1Cl | -6% | 0.2% | 10% | -6% | -3%
CCN(CC)C(=O)c1cccc(NC(=O)CC23CC4CC(CC(C4)C2)C3)c1 | 7% | i | -7% | 10% | 1%
CCC(C)NC(=O)C1CCCN(S(=O)(=O)c2ccc(-n3cnnn3)cc2)C1 (configuration not stated) | -2% | i | 8% | 6% | 1%
CCc1nnc(NC(=O)CCC(=O)NCc2ccc(C)cc2)s1 | -5% | i | 10% | -54% | 9%
O=C(CSCc1ccc(Cl)cc1)N/N=C/c1ccco1 | 79% | 1.3% | -8% | 0% | 43%
Cc1ccc2c(c1)cc(CN(Cc1cccs1)C(=O)c1ccco1)c1nnnn12 | -8% | 5.4% | 8% | -13% | -15%
CN(C)c1ccc(CNS(=O)(=O)c2ccc3c(c2)C(C)(C)C(=O)N3C)cc1 | 2% | 2.1% | 4% | -20% | -5%
CCn1c(Cn2nnc(-c3ccccc3)n2)nnc1SCC(=O)Nc1ccc(C(C)=O)cc1 | 11% | 1.2% | -1% | 4% | -1%
Cc1cccc(NC(=S)NCc2ccccc2Cl)c1C | 11% | i | 2% | -5% | 7%
CCCCNC(=O)Nc1ccc(C2SCCS2)cc1 | 7% | 2.3% | / | -8% | -2%
O=C(O)C1C2CCC(O2)C1C(=O)Nc1ccc(O)cc1 (configuration not stated) | 5% | 0.2% | -3% | 0% | 7%
O=C(NCCO)/C(=C/c1ccco1)NC(=O)c1ccco1 | 1% | ? | -3% | 9% | 0%
COc1ccc(C(=O)Nc2cc(C)on2)c(OC)c1 | -2% | 0.8% | -16% | -2% | 11%
COc1ccc(-c2csc(NC(C)c3nc4cc(Cl)c(N5CCCCC5)cc4n3CCOCCO)n2)cc1 (configuration not stated) | 44% | 3.3% | 3% | 8% | ?
CCOc1cc(CN2CCC(n3nccc3NC(=O)C3CC3)CC2)ccc1O | 5% | i | -1% | -5% | -1%
Cc1ccc2oc(Nc3nc(C)c(C)c(C)n3)nc2c1 | 39% | i | -17% | -8% | 3%
COc1cc(NC(=O)CN2CC(c3ccccc3)CC2=O)cc(OC)c1 (configuration not stated) | -22% | 0.7% | 1% | -3% | -3%
CCOc1ccc(CCNC(=O)c2ccc3nc(CC)c(CC)nc3c2)cc1 | 29% | 0.7% | 4% | 5% | 5%
Cc1cc(NC(=O)NCc2ccccc2)c(=O)n(Cc2ccc(F)cc2)c1 | -14% | 0.6% | 3% | 3% | -1%
Cn1c(SCC(=O)Nc2ccc3nc(SCC(=O)N4CCCC4)sc3c2)nnc1-c1ccc(N)cc1 | / | 1.0% | 5% | / | /
Cc1ccc(C)c2[nH]c(=O)c(C(c3nnnn3CCc3ccccc3)N3CCOCC3)cc12 (configuration not stated) | 23% | 9.1% | -19% | -16% | 8%
O=C(c1cnn(-c2ccccc2)c1-n1cccc1)N1CCN(C2CCCCC2)CC1 | 9% | i | -1% | -6% | -4%
Cc1ccc(NC2=C(Cl)C(=O)c3ccccc3C2=O)cc1 | -22% | 0.4% | 2% | -7% | 17%
O=C(NCCc1ccc(Cl)cc1)c1ccc2[nH]c(=O)c(=O)[nH]c2c1 | 23% | 5.5% | -2% | 5% | -4%
COCCN(C(=O)Nc1ccccc1OC)c1nc2ccccc2s1 | 61% | 3.1% | 0% | 6% | 56%
NC(=O)C1(N2CCCCC2)CCN(S(=O)(=O)c2ccc(Cl)s2)CC1 | 19% | 1.2% | 0% | -1% | 5%
N#CC1=C(N)OC2=C(C(=O)CCC2)C1c1cc2c(cc1Cl)OCO2 (configuration not stated) | 26% | 0.2% | -1% | -4% | 4%
Cc1cc(C(=O)N/N=C/c2ccc([N+](=O)[O-])o2)c(C)o1 | 5.5µM* | i | 13% | -1% | ?
N#Cc1ccc(S(=O)(=O)NC[C@H]2O[C@@H](n3cnc4c(N)ncnc43)[C@H](O)[C@@H]2O)cc1 | / | 0.2% | -2% | / | /

Next results follow:
canonical_smiles | M. tuberculosis | inhibitors of VEEV | H1N1 NS1A inhibition | PhoP GFP inhibition | M. tuberculosis HTS
FC(F)(F)c1nnc2ccc(N3CCOCC3)nn12 | -5% | 3.0% | 4% | -3% | -9%
CC(C)CN1C=C2C(=O)C(C)(OC(=O)CCc3ccccc3)C(=O)C=C2C=C1c1ccc(C#N)cc1 (configuration not stated) | 40% | 0.3% | 1% | 11% | 0%
COc1ccc(CCNC(=O)CN2C(=O)CSc3ccc(S(=O)(=O)N4CCOCC4)cc32)cc1OC | 4% | i | 2% | -20% | 3%
O=C1OC(Oc2ccc(Br)cc2)(c2ccccc2)c2ccccc21 (configuration not stated) | / | 3.4% | 0% | / | /
Oc1ccc(-n2cnnn2)cc1 | 0% | 2.6% | 22% | 2% | -14%
COc1ccc(C(=O)NNC(=O)C(=O)Nc2ccc(C)cc2)cc1 | 74% | i | 3% | 8% | 9%
CCc1nnc(NC(=O)CSc2nc3c(cc2C#N)CCC3)s1 | -20% | 4.5% | -4% | -9% | -4%
CCOc1ccc(CSCCNC(=S)Nc2ccc(OC)cc2)cc1 | ? | i | 2% | -15% | -4%
O=[N+]([O-])c1ccc(N2CCN(S(=O)(=O)c3ccccc3)CC2)cc1NCc1ccco1 | -4% | / | / | -4% | -2%
COc1ccc(C)cc1NS(=O)(=O)c1ccc2c(c1)N(C)CCO2 | 17% | 4.7% | 3% | -5% | 2%
Cc1ccc(OCCc2csc(N)n2)cc1 | 18% | 1.1% | 1% | 4% | ?
CC1CCCN(C(=O)COC(=O)COc2ccc(Cl)cc2)C1 (configuration not stated) | 73% | 1.0% | -16% | / | 58%
Fc1ccc(CN2C3=NCCCN3c3ccccc32)cc1 | 45% | 0.6% | -10% | -6% | -4%
FC(F)(F)c1ccc(Oc2ccc3c(C(F)(F)F)cc(C(F)(F)F)nc3n2)cc1 | 5% | 0.3% | -3% | -13% | -1%
O=C1[C@H]2CC3CCC2(O3)[C@@H]2OCCCN12 (some centres not stated) | -8% | 0.2% | 1% | -41% | -5%
